HBB splice mod: qHTS Assay for Modulators of Hemoglobin Beta Chain Splicing; HBB splicing reporter cell assay, activation; EGFP reporter with mutant IVS2-654 intron; response scale: normalised to 500 nM splice-correcting PNA; 0.06% of 65,000 active; Potency, µM (series often up to 46.1 µM), for inactives: at the top dose activation, usual class: activators; further: potency means the concentration at half of the fitted maximal effect; 0% is about no effect
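Compounds were applied for 2 days to HeLa EGFP-654 cells, 500/well in Optimem with 2% FCS. The reporter's EGFP is disrupted by mis-splicing of beta-globin intron IVS2-654. Readout: summed well GFP fluorescence from 488 nm laser scanning; reference was 500 nM antisense […] 654 PNA.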
Ub-GFP proteasome: Ubiquitin-GFP Assay; 67,000 tested, under 10 active; Potency, µM (series often up to 45.9 µM), without a hit: at the highest dose activation (GFP accumulation), most hits filed as activators; Ubiquitin-GFP reporter cells, proteasome inhibition, GFP fluorescence; response scale: untreated = 0%, 10 µM MG-132 = 100%; AID 526, 2006; active means well fitted activation curve with a large enough effect, not every such curve was filed as active; inconclusive means small, poorly fitted or top-dose-only effect, or another doubt; inactive means no such curve, though single readings can be large or run the other way; further: potency means the concentration at half of the fitted maximal effect
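Proteasome blockade was scored as a rise in GFP-expressing U2OS cells carrying a ubiquitin(G76V)-GFP construct, imaged after 4 hr compound treatment at 37 °C across a 46 uM–2.9 nM series.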
4MU fluor: qHTS Assay for Spectroscopic Profiling in 4-MU Spectral Region; compound autofluorescence, 340/450 nm, 4-MU equivalents; stronger effect = higher value; max dye-equivalent concentration, M; 11% of 59,000 active; AID 589, 2007; in the data active means max dye-equivalent concentration above about 10 nM; inconclusive means mostly about 1.1 nM to 9.6 nM
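Intrinsic fluorescence at 340/450 nm (ex/em) was read after 15 min at room temperature in pH 8.0, 100 mM Tris. Each compound concentration expressed as 4-MU-equivalent concentration from a six-point 4-MU standard series on each plate.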
Epigenetic mod: qHTS Assay for Epigenetic Modulators. mouse C127i GFP locus derepression, cytometry, 30 h. Potency, µM (titrated, usually from 46.1 µM), for the others: at the highest dose GFP derepression (activation). 0.09% of 68,000 active. AID 597, 2007; further: % of control where 0% means no effect
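Derepression screen: silenced CMV-GFP reporter in murine C127i cells, 30 h compound incubation at 37 C, washed cells imaged by laser-scanning cytometer to enumerate GFP-expressing objects of 20 to 120 um.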
Hsp90 Hop PPI: qHTS Assay for Disrupters of an Hsp90 Co-Chaperone Interaction; Potency, µM (series often up to 57 µM), inactives show top-dose activity change, negative = inhibition; AlphaScreen TPR2A-His6 binding biotin-Hsp90 C-terminal peptide; AID 595, 2007; 0.44% of 71,000 active; active means well fitted curve in either direction with a large enough effect; inconclusive means small, poorly fitted or top-dose-only effect, or another doubt; further: potency means the concentration at half of the fitted maximal effect; on the % scale 0 is the no-effect control and ±100 the full control effect; many of its hits are not listed in these tables
Texas Red fluor: qHTS Assay for Spectroscopic Profiling in Texas Red Spectral Region. Compound fluorescence, Texas Red channel, 547/618 nm; stronger effect = higher value. max dye-equivalent concentration, M. 0.06% of 59,000 active; in the data active means max dye-equivalent concentration above about 10 nM; inconclusive means between about 1.1 nM and that limit
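qHTS profiling of intrinsic compound fluorescence; 100 mM Tris pH 8.0; 15 min RT; ex 547 / em 618 nm; response expressed as Texas Red dye-equivalent concentration from six-point plate standard.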
ERK AVP inh: qHTS Assay for Inhibitors of the ERK Signaling Pathway using a Homogeneous Screening Assay; HEK293-V1b, vasopressin-stimulated pERK AlphaScreen; Potency, µM (top dose mostly 57.5 µM), without a hit: at the top dose activity, negative = inhibition, usual class: inhibitors; 0.99% of 72,000 active; AID 995, 2007; further: potency means the concentration at half of the fitted maximal effect; on the % scale 0 is the no-effect control and ±100 the full control effect; nearly all actives have a fitted effect of over 55% in size
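Overnight-seeded V1b-HEK293 cells in 1% FBS got compound, then vasopressin (25 nM final, 5 min, 37C), then lysis buffer. AlphaScreen detection of phospho-ERK; activity normalized to basal and full-stimulation controls.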
A350 fluor: qHTS Assay for Spectroscopic Profiling in A350 Spectral Region; 11% of 59,000 active; Compound autofluorescence, 340/450 nm, Alexa 350 dye-equivalents; stronger effect = higher value; max dye-equivalent concentration, M; in the data active means max dye-equivalent concentration above about 10 nM; inconclusive means mostly about 1.1 nM to 9.6 nM
CRE-bla Fsk: Cell signaling CRE-BLA (Fsk stim); CHO CRE-bla reporter (cAMP response element driving beta-lactamase), forskolin EC10, beta-lactamase ratio; Potency, µM (titrated, usually from 38.2 µM), for inactives: at the top dose activity change, negative = inhibition, usual class: activators; 2.5% of 71,000 active; active means well fitted activation curve with a large enough effect in the signal ratio, with a control signal flat, not every such curve was filed as active; inconclusive means small, poorly fitted or top-dose-only effect, or effect the other way, or a change in a side signal; the % refers to the signal ratio; further: potency means the concentration at half of the fitted maximal effect; % of control where 0% means no effect
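CHO CRE-bla cells, overnight plating in Opti-MEM with 0.5% dialyzed FBS; cpd titration + EC10 NKH 477, 3 h 37 °C; CCF4 2 h RT; ex 405/em 460 vs 530 ratio → %Activity, AC50.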
Luciferase inh: qHTS Assay for Inhibitors of Firefly Luciferase. Potency, µM (highest dose often 57.1 µM), for inactives: at the top dose activity change, negative = inhibition, most hits filed as inhibitors. purified firefly luciferase, luminescence, 8 min. 2.2% of 72,000 active. AID 411, 2009; further: potency means the concentration at half of the fitted maximal effect; on the % scale 0 is the no-effect control and ±100 the full control effect; nearly all actives have a fitted effect of over 40% in size
Target sequence (P08659 whole entry, looked up): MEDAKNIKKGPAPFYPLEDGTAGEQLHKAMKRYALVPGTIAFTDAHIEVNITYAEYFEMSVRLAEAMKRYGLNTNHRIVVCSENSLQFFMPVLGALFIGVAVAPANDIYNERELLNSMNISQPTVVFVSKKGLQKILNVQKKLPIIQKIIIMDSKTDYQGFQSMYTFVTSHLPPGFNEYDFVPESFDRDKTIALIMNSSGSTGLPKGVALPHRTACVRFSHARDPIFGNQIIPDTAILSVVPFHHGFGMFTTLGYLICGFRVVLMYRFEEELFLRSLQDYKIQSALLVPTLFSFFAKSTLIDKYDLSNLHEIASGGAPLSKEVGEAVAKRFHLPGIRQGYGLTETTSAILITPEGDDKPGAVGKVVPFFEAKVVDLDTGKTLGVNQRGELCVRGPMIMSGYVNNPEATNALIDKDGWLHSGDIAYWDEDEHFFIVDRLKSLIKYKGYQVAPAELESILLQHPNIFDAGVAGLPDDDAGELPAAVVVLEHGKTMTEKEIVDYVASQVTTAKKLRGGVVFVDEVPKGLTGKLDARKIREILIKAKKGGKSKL
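Substrate buffer containing 10 uM ATP (pH 7.2 imidazole, Mg2+, KCl, detergent, BSA) is dispensed, compound pinned in, then luciferase/luciferin detector mix added. After 8 min at ambient temperature, light output is measured.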
Fluorescein autfl: qHTS Assay for Spectroscopic Profiling in Fluorescein Spectral Region; Compound autofluorescence, 480/540 nm, fluorescein-equivalent; stronger effect = higher value; max fluorescein-equivalent concentration, M; 0.91% of 59,000 active; AID 593, 2007; in the data active means max fluorescein-equivalent concentration above about 10 nM; inconclusive means between about 1.1 nM and that limit
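Normalized response (dye-equivalent concentration) derives from comparing each well's 540 nm emission, under 480 nm excitation, with plate-resident fluorescein standards. Compounds were held in 100 mM Tris, pH 8.0, for 15 min at room temperature.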
An asterisk follows results filed as active; i = inactive; ? = inconclusive; / = not tested or not shown; [ ] = dose if it differs, or a comment. Unless noted, the call rests on the fitted dose curve; in most records, active means well fitted curve in the direction sought with a large enough effect; inconclusive means small, poorly fitted or top-dose-only effect, or another doubt; inactive means no such curve, though single readings can be large; an effect the other way counts as inactive or inconclusive. Not all compounds are listed (hit frequency here may not be typical).

SMILES | HBB splice mod | Ub-GFP proteasome | 4MU fluor | Epigenetic mod | Hsp90 Hop PPI | Texas Red fluor | ERK AVP inh | A350 fluor | CRE-bla Fsk | Luciferase inh | Fluorescein autfl
O=C(CCNS(=O)(=O)c1ccc(Br)s1)N1CCCCC1 | -3.3% | 8% | i | 1% | 2% | ? | 0% | i | -11% | 0% | i
COc1ccc(N2CCN(C(=O)CSc3ncccc3-c3nc4ccccc4[nH]3)CC2)cc1 | -0.1%[57.5 µM] | 1% | 2.5e-08M* | 0% | -11% | i | -20% | 2.6e-08M* | -3% | 13µM* | i
c1ccc(-c2noc(-c3cccnc3)n2)cc1 | -1.0%[0.0738 µM] | 2%[9.17 µM] | / | -4% | 4%[11 µM] | / | 6% | / | ? | 13µM* | /
Cc1ccc(/C(O)=C2/C(=O)C(=O)N(Cc3cccnc3)C2c2ccccn2)cc1 (stereo unspecified) | -0.7% | 3% | i | 2% | -1% | i | -3% | i | -2% | 2% | i
CCOC(=O)c1c(C)[nH]c(C)c1C(=O)Cn1nnc(-c2ccccc2C)n1 | -0.3%[57.5 µM] | -4% | i | 0% | -6% | i | 11% | i | ? | -1% | 1e-08M*
O=C(COC(=O)c1ccccn1)Nc1c(Cl)cccc1Cl | -0.1%[57.5 µM] | -1% | i | -3% | -12% | ? | 3% | i | -4% | -1% | i
COCCn1c(=O)c(-c2ccc(F)cc2)nc2cnc(OC)nc21 | -0.3% | 1% | ? | 0%[9.22 µM] | -6% | i | -6% | 1.4e-08M* | ? | 0%[11.4 µM] | i
CC(=O)NCCc1ccc(S(=O)(=O)N2CCCC2)cc1 | -1.5% | 0% | / | 10% | -1% | / | -5% | / | 1% | -1% | /
Cc1nnc(SCC(=O)N2CCN(S(=O)(=O)c3ccc(Cl)cc3)CC2)n(N)c1=O | -0.1%[57.5 µM] | 4% | i | 0% | 0% | i | -2% | i | -6% | 1% | i
O=C1C2C3CCCC3=C3CCCC3C2C(=O)N1c1ccc(Cl)cc1 (stereo unspecified) | / | 2% | i | 0% | -9% | i | -28% | i | -5% | -4% | ?
Nc1nc(SCCOc2ccccc2)n[nH]1 | 0.2%[57.5 µM] | -2% | i | 1% | 1% | i | 2% | i | -5% | -15% | i
CN(C)c1ccc(/C=[N+](\[O-])C(C)(C)/C=N/O)cc1 | 1.1%[0.0738 µM] | 8%[9.17 µM] | / | -2% | -7%[11 µM] | / | 11% | / | ? | -7% | /
CN(Cc1nc(-c2cccnc2)no1)S(=O)(=O)c1ccccc1 | 0.2% | -3% | i | -3% | 0% | i | -27% | i | -2% | 0% | i
COc1cccc(NC(=O)CSc2nccn2-c2cccc(OC)c2)c1 | 3.9% | -8% | i | 2% | -19% | i | 15% | i | 3% | 1% | i
CCOC(=O)c1[nH]c2ccc(OC)cc2c1NC(=O)CCN1CCC(C)CC1 | / | / | 4e-08M* | 5%[20.6 µM] | / | i | / | 4.7e-08M* | / | 1%[25.5 µM] | i
CC12CCCCN1CCCc1c2[nH]c2ccccc12 (stereo unspecified) | / | 1% | i | -3% | -5% | i | -15% | i | -13% | -1% | ?
CC12CCC(C(=O)O)(c3nc(C#N)c(C#N)nc31)C2(C)C (stereo unspecified) | -0.1% | -4% | i | -3% | -4% | i | -6% | i | 22% | 2% | i
Cc1nn2cc(-c3ccccc3)nc2s1 | -0.2%[57.5 µM] | 1% | i | 0% | 1% | i | -4% | i | 2% | 10µM* | ?
O=C(Cn1ccc2ccccc2c1=O)N1CCN(Cc2ccc3c(c2)OCO3)CC1 | 0.8% | 0% | i | -1% | -2% | i | 19% | i | -8% | 0% | i
Cc1ccc2c(CC(=O)Nc3nc(C)cs3)coc2c1 | -0.2%[57.5 µM] | 2% | i | 0% | -3% | i | ? | i | 1% | -24% | ?
Cc1nnc(SCCC#N)n(CCC#N)c1=O | / | / | i | -3%[20.6 µM] | / | i | / | i | / | 2%[25.5 µM] | i
Cc1ccc(Cn2c(=O)c3c(nc4n3CCCN4Cc3ccccc3)n(C)c2=O)cc1 | 1.6%[0.369 µM] | / | i | 2% | -4% | i | -19% | i | 2% | 4% | ?
O=C(NCc1cccnc1)c1ccc(=O)oc1 | / | / | ? | 10%[20.6 µM] | / | i | / | ? | / | -2%[25.5 µM] | i
O=C1NC(=O)C(c2cn(-c3ccccc3)nc2-c2ccc(F)cc2)N1 (stereo unspecified) | / | / | i | 5%[20.6 µM] | / | ? | / | i | / | -1%[25.5 µM] | i
COc1ccc(-n2nc3c(c2NC(=O)C2CC2)CS(=O)C3)cc1 (stereo unspecified) | -0.6% | 9% | i | 2% | -6% | i | 14% | i | ? | 0% | i
SMILES | HBB splice mod | Ub-GFP proteasome | 4MU fluor | Epigenetic mod | Hsp90 Hop PPI | Texas Red fluor | ERK AVP inh | A350 fluor | CRE-bla Fsk | Luciferase inh | Fluorescein autfl
O=C(Nc1ccccc1)N1CCCC2(CCN(C(=O)c3ccco3)CC2)C1 | -0.8% | -1% | i | 0%[9.22 µM] | 0% | i | -17% | i | -5% | 1%[11.4 µM] | i
CS(=O)(=O)N1CCC(c2noc(-c3ccc(C(F)(F)F)cc3)n2)CC1 | 0.3% | 1% | i | 9% | 3% | i | 6% | ? | -2% | -2% | i
Cc1cccc(-c2noc(CN(C(=O)CCc3ccccc3)C(C)C)n2)c1 | -0.9% | -2% | i | -3% | 25% | i | 2% | i | -7% | 2% | i
CC1OC(Nc2cccc3ccccc23)C(O)C(O)C1O (stereo unspecified) | 0.1%[9.22 µM] | 8% | / | -4% | -7% | / | 12% | / | 4% | 0% | /
CCCS(=O)(=O)NCc1ccc2c(c1)cc(C)n2C | -0.1% | -6% | i | 4% | -7% | i | 4% | i | 0% | -4% | ?
Cc1noc(C)c1-c1ccc2ncnc(Nc3ccccc3)c2c1 | -1.0% | -4% | i | -1%[9.22 µM] | -3% | i | 12% | i | ? | -1%[2.29 µM] | i
O=C(NCCc1cn2ccsc2n1)c1cccs1 | -1.0% | 6% | / | / | 2% | / | / | / | 13µM* | -1% | /
COc1ccc(S(=O)(=O)N2CCN(C)CC2)cc1Br | -2.4% | 16% | / | 2% | -2% | / | -25% | / | 7% | -1% | /
CCCN(Cc1cc2ccc(C)cc2[nH]c1=O)C(=O)c1cccnc1 | -1.4% | -1% | i | 1% | 0% | i | -7% | i | 3% | -3% | i
CCCCCCCCCCCCCCCCCCOC[C@@H](COP(=O)([O-])OCC[N+](C)(C)C)OC | 2.2% | 2% | i | -1% | -2% | ? | 10% | i | -8% | -3% | ?
CC(NC(=O)COc1ccccc1)C(=O)OCC(=O)c1cc2ccccc2o1 (stereo unspecified) | -0.1%[57.5 µM] | 2% | i | 1% | -3% | i | 23% | i | -14% | -4% | ?

Seven neighbouring records out of the list so far:
SMILES | HBB splice mod | Ub-GFP proteasome | 4MU fluor | Epigenetic mod | Hsp90 Hop PPI | Texas Red fluor | ERK AVP inh | A350 fluor | CRE-bla Fsk | Luciferase inh | Fluorescein autfl
CC1OC(Nc2cccc3ccccc23)C(O)C(O)C1O (stereo unspecified) | 0.1%[9.22 µM] | 8% | / | -4% | -7% | / | 12% | / | 4% | 0% | /
CCCS(=O)(=O)NCc1ccc2c(c1)cc(C)n2C | -0.1% | -6% | i | 4% | -7% | i | 4% | i | 0% | -4% | ?
Cc1noc(C)c1-c1ccc2ncnc(Nc3ccccc3)c2c1 | -1.0% | -4% | i | -1%[9.22 µM] | -3% | i | 12% | i | ? | -1%[2.29 µM] | i
O=C(NCCc1cn2ccsc2n1)c1cccs1 | -1.0% | 6% | / | / | 2% | / | / | / | 13µM* | -1% | /
COc1ccc(S(=O)(=O)N2CCN(C)CC2)cc1Br | -2.4% | 16% | / | 2% | -2% | / | -25% | / | 7% | -1% | /
CCCN(Cc1cc2ccc(C)cc2[nH]c1=O)C(=O)c1cccnc1 | -1.4% | -1% | i | 1% | 0% | i | -7% | i | 3% | -3% | i
CCCCCCCCCCCCCCCCCCOC[C@@H](COP(=O)([O-])OCC[N+](C)(C)C)OC | 2.2% | 2% | i | -1% | -2% | ? | 10% | i | -8% | -3% | ?
